Compound activity: PubChem BioAssay, The Scripps Research Institute Molecular Screening Center
PAFAH2 inh: inhibitors of human PAFAH2. Q99487. recombinant PAFAH2, FP-rhodamine activity probe, fluorescence polarization. inhibition, % at 3.39 µM. 0.99% of 340,000 active. AID 492956;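 active = inhibition above the mean over all tested compounds plus 3 SD, cut at about 30% in these data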;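 also: inhibitors block probe labeling of enzyme so polarization drops; 0% = enzyme with DMSO and 100% = wells lacking PAFAH2 protein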
* hit, by the source's call.

SMILES	PAFAH2 inh
OC(CN1CCCCC1)c1ccc(Br)cc1 (stereo unspecified)	1.7
O=C(CN1CCN(C(=O)C2CCN(C(=O)/C=C/c3ccccc3)CC2)CC1)Nc1ccc(F)cc1	-4.4
NC(=O)CCC(NC(=O)c1ccc(Cl)cc1)C(=O)NCCc1ccc2c(c1)OCCO2 (stereo unspecified)	3.4
Brc1ccc(Cn2c(-c3ccc(Br)o3)nc3ccccc32)o1	2.1
N/C(=N\N=Cc1ccc2c(c1)OCO2)NN=Cc1ccc2c(c1)OCO2	1.8
Cc1cc(O)cc2c1C1CCC3(C)C(O)CCC3C1C=C2 (stereo unspecified)	-1.1
COC(=O)C1CCN(C(=O)C2CC(=O)N(c3ccc(C)c(Cl)c3)C2)CC1 (stereo unspecified)	0.2
COc1ccc(S(=O)(=O)Nc2ccc(C)c(S(=O)(=O)N3CCOCC3)c2)cc1[N+](=O)[O-]	-1.5
COc1ccc2c(c1)OC[C@H]1[C@H]2N2C(=O)c3ccc(F)cc3NC(=O)[C@@]2(C)[C@H]1c1ccccc1	-30.6
COc1ccccc1NC(=O)C(C)OC(=O)C1CCN(S(=O)(=O)c2ccccc2C(F)(F)F)CC1 (stereo unspecified)	-6.6
CCN(C(=O)COC(=O)c1ccc2ccccc2n1)c1c(N)n(Cc2ccccc2)c(=O)[nH]c1=O	-0.9
CC(C)N1CCSC1=S	-3.4

Sorted by value in PAFAH2 inh (ascending): four from the list above
SMILES	PAFAH2 inh
COc1ccc2c(c1)OC[C@H]1[C@H]2N2C(=O)c3ccc(F)cc3NC(=O)[C@@]2(C)[C@H]1c1ccccc1	-30.6
O=C(CN1CCN(C(=O)C2CCN(C(=O)/C=C/c3ccccc3)CC2)CC1)Nc1ccc(F)cc1	-4.4
COc1ccc(S(=O)(=O)Nc2ccc(C)c(S(=O)(=O)N3CCOCC3)c2)cc1[N+](=O)[O-]	-1.5
NC(=O)CCC(NC(=O)c1ccc(Cl)cc1)C(=O)NCCc1ccc2c(c1)OCCO2 (stereo unspecified)	3.4

Later entries.
SMILES	PAFAH2 inh
C=C1[C@H]2O[C@H]2[C@@H](OC(C)=O)[C@@]2(C)[C@@H](OC(C)=O)C[C@@H](OC(C)=O)[C@@](C)(O)[C@@H]2[C@@H](OC(C)=O)[C@@]2(O)[C@@H](C)C(=O)O[C@H]2[C@H]1Cl	-2.9
CC1CC(NC(=O)c2c(O)nc3ccccn3c2=O)CC(C)(C)C1 (stereo unspecified)	5.9
COCCCn1c(=O)/c(=C/c2ccccc2OC(F)F)s/c1=C(\C#N)C(=O)NCCOC	7.4
CC(=O)c1ccc(NC(=O)C(C)OC(=O)c2ccc(NS(=O)(=O)c3ccc4[nH]c(=O)[nH]c4c3)cc2)cc1 (stereo unspecified)	-10.8
Fc1ccc(-n2c(-c3ccco3)n[nH]c2=S)cc1	4.0
COc1ccccc1N1CCN(C2CCCN(C(=O)CCc3ccccn3)C2)CC1 (stereo unspecified)	2.9
Nc1ccc(S(=O)(=O)Nc2nccs2)cc1N=Nc1ccccc1[N+](=O)[O-]	53.5*
COc1ccc(Nc2nc3c(C)cccn3c(=O)c2C=O)cc1	-7.3
COCCn1nnnc1CN(CCCN1CCOCC1)Cc1cc2c(C)ccc(C)c2[nH]c1=O	0.1
O=C(c1ccc(S(=O)(=O)Nc2ccccc2F)cc1)N1CCCC1	-2.3
Cc1cc(C)n(-c2nc3ccccc3c(=O)n2OCC#N)n1	4.7
Cc1ccnc(NC(=O)COc2ccccc2[N+](=O)[O-])c1	-7.1
CCc1ccccc1OCC(=O)Nc1ccc(N2CCCC2)cc1C	4.5
Cc1ccc(CNc2ncnc3[nH]ncc23)cc1	1.0
CCOc1ccc(OCCC(=O)N(CCOC)c2c(N)n(Cc3ccccc3)c(=O)[nH]c2=O)cc1	8.2
Cc1cc(NCCCCCCCNc2cc(C)nc3cc([N+](=O)[O-])ccc23)c2ccc([N+](=O)[O-])cc2n1	9.1
COc1cc2c(cc1OC)CN(C(=O)COc1ccccc1C#N)CC2	-6.8
CS(=O)(=O)c1ccc2nc(NC(=O)CCNC(=O)c3ccc([N+](=O)[O-])cc3)sc2c1	5.8
O=[N+]([O-])c1ccc(C2=NN(c3ccccc3)C(c3ccco3)C2)cc1 (stereo unspecified)	-17.4
COc1ccc(/C=C(\NC(=O)c2ccccc2Cl)C(=O)NCCCC(=O)O)cc1	6.3
CC(C)C[C@@H](CNCC(=O)[C@H](Cc1c[nH]c2ccccc12)NC(=O)c1[nH]cnc1C(=O)N[C@@H](C)CN)NC(=O)c1nc[nH]c1C(=O)N[C@@H](Cc1ccccc1)C(=O)O	-1.2
O=C1C(Cl)=C(Oc2ccccc2)C(=O)c2ccccc21	43.1*
Cc1ccc(C(=O)C2CC2)cc1C	3.8
O=C(Nc1ccccc1OC(=O)c1ccccc1)c1ccccc1	0.5

6 entries from above, sorted by count of non-hydrogen atoms, low to high.
SMILES	PAFAH2 inh
O=C1C(Cl)=C(Oc2ccccc2)C(=O)c2ccccc21	43.1*
O=C(Nc1ccccc1OC(=O)c1ccccc1)c1ccccc1	0.5
CCc1ccccc1OCC(=O)Nc1ccc(N2CCCC2)cc1C	4.5
COc1ccc(/C=C(\NC(=O)c2ccccc2Cl)C(=O)NCCCC(=O)O)cc1	6.3
CS(=O)(=O)c1ccc2nc(NC(=O)CCNC(=O)c3ccc([N+](=O)[O-])cc3)sc2c1	5.8
CC(C)C[C@@H](CNCC(=O)[C@H](Cc1c[nH]c2ccccc12)NC(=O)c1[nH]cnc1C(=O)N[C@@H](C)CN)NC(=O)c1nc[nH]c1C(=O)N[C@@H](Cc1ccccc1)C(=O)O	-1.2

Remaining list, next part.
SMILES	PAFAH2 inh
CCCCN(C(=O)c1ccc(S(=O)(=O)N2CCCCC2)cc1)C1CCS(=O)(=O)C1 (stereo unspecified)	0.5
O=C(C1=C(O)C(=O)N(CCN2CCOCC2)C1c1ccc(F)cc1)c1cccs1 (stereo unspecified)	-8.0
Cc1cc(-c2ccc(Br)s2)nc(-n2cccc2)n1	0.5
Cc1ccccc1Nc1ccc2nonc2c1[N+](=O)[O-]	-2.5
O=C(C1CCN(S(=O)(=O)c2ccc(Cl)s2)CC1)N1CCN(c2ccccc2)CC1	3.9
COc1ccccc1N(C)S(=O)(=O)c1ccc(C(=O)Nc2cc(OC)c(OC)c(OC)c2)cc1	-2.1
COc1ccc(Cl)cc1NC(=O)CSc1nnc(C2CC2)n1N	-5.3
COc1cccc(CC(O)CC2c3c(cc4c(c3OC)OCO4)CCN2C)c1 (stereo unspecified)	-6.0
CC1CCc2[nH]c3ccc(C(=O)NCC4CCCO4)cc3c2C1 (stereo unspecified)	4.9
Nc1cc(N)c2c(c1)C(=O)c1ccccc1-2	7.3
Cc1noc(C)c1COc1ccccc1C(=O)NC(C)CCc1ccccc1 (stereo unspecified)	-4.8
CC(=O)Nc1ccc(C(=O)Nc2cccc(-c3cnc4ccccc4n3)c2)cc1	-9.3

Two entries from above in a different format:
| PAFAH2 inh | canonical_smiles |
| --- | --- |
| -4.8 | Cc1noc(C)c1COc1ccccc1C(=O)NC(C)CCc1ccccc1 (stereo unspecified) |
| -9.3 | CC(=O)Nc1ccc(C(=O)Nc2cccc(-c3cnc4ccccc4n3)c2)cc1 |

(continued)
SMILES	PAFAH2 inh
O=[N+]([O-])c1cccc(N=Cc2ccccc2)c1	9.0
CN(C)CCC(C(=O)c1ccccc1)c1cccnc1 (stereo unspecified)	0.2
Cc1ccc2c(c1C)-c1c(ccc(C)c1C)C(=O)C2=O	30.9*
COc1ccc(NS(=O)(=O)c2cc(NC(=O)C3=NN(c4ccccc4)C(=O)CC3)ccc2C)cc1	0.7
COc1cccc(C(=O)OCC(=O)N2CCc3ccccc32)c1OC	43.3*
O=S(=O)(Cc1ccccc1)NCCc1cccc(Cl)c1	4.6
CC1CC(=O)C(C(C2=C(O)CC(C)CC2=O)c2ccccc2)=C(O)C1 (stereo unspecified)	-7.0
CC(=O)C1CCC2C3CC=C4N(C)C(=O)CCC4(C)C3CCC12C (stereo unspecified)	0.3
O=C(Nc1ccn(CCCNCC2CCCO2)c(=O)n1)OCc1ccccc1 (stereo unspecified)	-7.1
c1ccc2scnc2c1	-1.1
COC(=O)c1c[nH]c2c1-c1cc(C(=O)OCc3ccccc3)n(S(=O)(=O)c3ccc(C)cc3)c1C(=O)C2=O	9.3
CC12CN(C(=O)c3cccc([N+](=O)[O-])c3)C3(C#N)CC1CCC23C (stereo unspecified)	-4.0
COc1ccc(S(=O)(=O)Nc2ccccc2C(=O)N2CCOCC2)cc1Br	-3.6
Cc1ccc(S(=O)(=O)Cc2cn3cccnc3n2)cc1	0.5
COc1cc(S(=O)(=O)N(C)C2CCCCC2)c(C)cc1C	2.0
COc1ccc(CN2CCC3CC2c2cc(Cl)ccc23)cc1 (stereo unspecified)	-3.6
CC1(C)Cc2c(c(N3CCCCC3)[nH]c(=S)c2C#N)CS1	3.3
CN(C)c1ncnc2[nH]ncc12	-9.2
CSc1ncnc2[nH]ccc12	2.1
N#Cc1ccc(COC(=O)CN2C(=O)NC3(CCCC3)C2=O)cc1	1.8
Cc1nn(-c2ccccc2)c(C)c1NC(=O)COC(=O)c1ccc(O)cc1O	-1.4
Cc1nc(NCc2ccco2)c2cn[nH]c2n1	4.0
C=C1C(=O)OC2C=C(CO)CCC=C(CO)CC(OC(=O)C(C)C)C12 (stereo unspecified)	-2.6
O=C(CCNC(=O)c1ccco1)NCCc1ccc(Cl)cc1	5.1
O=[N+]([O-])c1ccc(C=NNC(=S)Nc2ccc(F)cc2)cc1	0.4
COc1ccc(C(=O)OCC(=O)N2CCC(C)CC2)cc1S(=O)(=O)N1CCOCC1	25.5
CCOC(=O)C1CCCN(C(=O)C2CCN(Cc3nc(-c4ccc(Cl)cc4)oc3C)CC2)C1 (stereo unspecified)	7.5
Cc1cccc(NC(=O)c2ccc3c(c2)CCN3S(C)(=O)=O)c1	2.5
CC(=O)NC(Cc1ccccc1F)C(=O)NC1CCN(S(=O)(=O)c2ccccc2)CC1 (stereo unspecified)	-9.3
C[C@@H]1CN([C@H](C)CO)C(=O)c2cc(NC(=O)Nc3ccc(C(F)(F)F)cc3)ccc2O[C@H]1CN(C)C(=O)Nc1ccc(F)cc1	-104.3
CC1CCc2cc(F)cc3c(O)c(C(=O)NCc4ccco4)c(=O)n1c23 (stereo unspecified)	1.8
NNC(=O)c1cc(C2CC2)nc2ccc(Br)cc12	8.9
CCc1ccc(/C(C)=N/NS(=O)(=O)c2ccc(OC)cc2)s1	-3.5
CC(C)N(Cc1ccccc1)C(=O)COC(=O)C1CCN(c2ccc(C(F)(F)F)cn2)CC1	5.2
CCCOc1cccc(-c2cc(C(=O)N/N=C/c3cccnc3)c3ccccc3n2)c1	-22.9
Cc1nn(-c2ccccn2)c2c1C(=O)CC(C)(C)C2N=[N+]=[N-] (stereo unspecified)	-16.8
CC(=O)c1ccc(S(=O)(=O)N(C)CC(=O)Nc2cc(C)on2)cc1	-3.1
O=C(C1CC(=O)N(c2ccc3c(c2)OCCO3)C1)N1CCN(S(=O)(=O)c2ccc(F)cc2)CC1 (stereo unspecified)	-5.4
Oc1ccc2c(c1)c1ccccc1c1ncccc21	0.5
C/C(=N\NC(=O)c1cccs1)c1ccc(C(=O)O)s1	-1.1
C[C@@H]([C@H](O)c1ccccc1)N(C)C(=S)Nc1ccccc1	-0.5
C=CCOC(=O)c1ccccc1C(=O)OCC1CO1 (stereo unspecified)	7.4
Cc1ccc(C(=O)CC(=O)c2ccc(C)cc2O)cc1	-3.5
CC(Sc1nnc(-c2ccco2)n1N)C(=O)NCc1ccc2c(c1)OCO2 (stereo unspecified)	-2.6
Cc1ccc(S(=O)(=O)N2CCCCC2)cc1NC(=O)c1ccncc1	7.9
O=C(O)c1cc(-c2ccc(/C=C3/SC(=S)N(Cc4ccccc4)C3=O)o2)ccc1Cl	33.7*
CCN(CC)c1ccc(S(=O)(=O)N2CCOCC2)cc1NC(=O)CNCc1cccc(Cl)c1	5.9
O=C(NCc1cccnc1)c1cccc(S(=O)(=O)Nc2ccc(F)cc2)c1	-0.1
O=C1c2ccccc2C(=O)c2c1ccc(O)c2O	12.3
O=C(NN=Cc1cccc2ccccc12)C1CC1	-3.3
O=C(Cc1ccccc1[N+](=O)[O-])NCC1(c2cccc3c2OCO3)OCCO1	1.4
CCC(CCc1ccccn1)C(=O)c1ccccc1 (stereo unspecified)	2.0
O=C(CCNC(=O)c1ccc([N+](=O)[O-])cc1)Nc1nc2ccccc2[nH]1	-2.6
COc1cc(OC)nc(Oc2ccccc2C=O)n1	-0.9
O=C(O)c1cc([N+](=O)[O-])cc([N+](=O)[O-])c1N1CCN(c2cccc(C(F)(F)F)c2)CC1	2.2
Cc1cccc(NC(=O)COC(=O)C(NC(=O)c2cccc(S(=O)(=O)N3CCOCC3)c2)C(C)C)c1 (stereo unspecified)	23.8
O=C(OCC1OC(n2ccc(=O)[nH]c2=O)C(Cl)C1O)c1ccccc1 (stereo unspecified)	-9.2
Fc1ccc(-c2nnc(-c3ccc(F)cc3)o2)cc1	-6.8
CC(CCc1ccccc1)NC(=O)c1ccc(Br)cc1 (stereo unspecified)	1.4
CCCN1C(=O)/C(=C/c2ccc(OCC(=O)OCC)cc2)NC1=S	-0.5

More records follow:
SMILES	PAFAH2 inh
CC(C)COc1cccc(-c2cc(C(=O)N/N=C/c3ccncc3)c3ccccc3n2)c1	-50.3
COC(=O)c1cc2c([nH]c1=O)CCCC2=O	0.9
CCCC1CC(=O)NC1(C(=O)OCC)C(=O)OCC (stereo unspecified)	3.9
CCN(CC)S(=O)(=O)c1ccc(NC(=O)CCNC(=O)c2ccccc2)cc1	5.0
COc1ccccc1C=NN1C(=O)CSC1=S	0.9
COc1ccc2oc(=N)c(C(=O)Nc3ccc(C)cc3)cc2c1	-2.0
Cc1ccc(S(=O)(=O)Nc2ccccc2N=Cc2c(F)c(F)c(F)c(F)c2F)cc1	-4.7
CC(C(=O)Nc1ccccc1C#N)N1C(=O)NC2(CCCCCC2)C1=O (stereo unspecified)	2.4
COc1ccc(N2CCN(C3CCCN(C(=O)CCN4CCCCO4)C3)CC2)cc1 (stereo unspecified)	-5.3
O=C1Cc2ccccc2C(=O)N1Cc1cccc(Cl)c1	7.9
Cc1ccc(S(=O)(=O)N2CCC[C@H]2C(=O)OCC(=O)N2c3ccccc3NC(=O)C2(C)C)cc1	-2.4

An excerpt, so the mix of outcomes need not match the whole.
